Source: PubChem (SRMLSC)
SKBR3 24h inh: SK-BR-3 proliferation inhibitors, primary screen, cell-based, human, 24 h | AID 847, 2007 | SK-BR-3 viability, CellTiter-Glo ATP luminescence; active compounds read low | viability, % at 10 µM | hit rate 0.47% among 41,000;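 active = viability at or below the median of all test compounds minus 3 SD, in both replicates if run twice, cut at about 45% in these data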;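 also: 100% = median untreated cell wells and 0% = median positive control drug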
* marks the source's active call; other numbers are inactive results; & = joins results of further samples. Not all compounds are listed, so the mix of outcomes need not match the whole.

SMILES	SKBR3 24h inh
CC(C)(C)C(=O)NC1CCN(S(=O)(=O)c2cccc(C(F)(F)F)c2)CC1	23*
CCOCc1nnc(NC(=O)CSCc2ccccc2)s1	107
O=C(NCc1ccco1)N1c2ccccc2Sc2ccccc21	81
COc1ccccc1-c1nc(-c2ccncc2)no1	97
COc1ccc(C)cc1S(=O)(=O)NC1CCCC1	88
Cn1cnc2c1c(=O)[nH]c(=O)n2C	94
O=C(O)CCCNS(=O)(=O)c1ccc(Br)s1	92
CCCCOC(=O)CSC1=C(C#N)C(c2ccccc2OCC)C(C#N)C(=O)N1 (stereo not given)	84
CCOc1ccc(NC(=O)Nc2cc(C)on2)cc1	108
CCc1cc(C(=O)Cc2nc3ccccc3[nH]2)c(O)cc1O	83
COc1ccc2c(c1)Cc1sc(NC(=O)c3cccs3)nc1-2	82
Cn1c(=O)c2c(nc(N3CCC(C(N)=O)CC3)n2CCSc2nc3ccccc3s2)n(C)c1=O	131
COC(=O)c1ccccc1COn1c(=O)c[n+]([O-])c2ccccc21	90
CCOCC(=O)Nc1nc2ccc(OC)cc2s1	86
O=C(NCCN1CCN(c2ccccc2)CC1)c1cccc(Br)c1	103
COc1ccc2c(c1)c1nnc(SCC(=O)N3CCCCC3C)nc1n2C (stereo not given)	85
COc1ccc(-n2nc3cc(C)c(NC(=O)CC(C)C)cc3n2)cc1	132
O=C(CCCOc1ccccc1)Nc1ccc2c(c1)OCCO2	97
COc1ccc(NS(=O)(=O)c2ccc(SC)cc2)cc1	82
COC(=O)c1ccc2c(c1)SC1=C(CCCC1=O)N2	92
COc1ccc(C(=O)n2nc(C)cc2C)cc1Br	86
CC1Oc2ccccc2N(CC(=O)N2CCc3ccccc32)C1=O (stereo not given)	93
O=C(NCC1CCCCC1)C1CCN(C(=O)NC2CCCCC2)CC1	35*
O=S1(=O)CC(O)C(NCc2cccnc2)C1 (stereo not given)	122
N=c1ccn(Cc2ccc(Cl)c(Cl)c2)cc1	96

Part of the list above, as a markdown table:
| smiles | SKBR3 24h inh |
| --- | --- |
| O=C(O)CCCNS(=O)(=O)c1ccc(Br)s1 | 92 |
| CC(C)(C)C(=O)NC1CCN(S(=O)(=O)c2cccc(C(F)(F)F)c2)CC1 | 23* |
| CCOCc1nnc(NC(=O)CSCc2ccccc2)s1 | 107 |
| COc1ccc2c(c1)c1nnc(SCC(=O)N3CCCCC3C)nc1n2C (stereo not given) | 85 |
| COC(=O)c1ccccc1COn1c(=O)c[n+]([O-])c2ccccc21 | 90 |
| COc1ccc(-n2nc3cc(C)c(NC(=O)CC(C)C)cc3n2)cc1 | 132 |
| CCc1cc(C(=O)Cc2nc3ccccc3[nH]2)c(O)cc1O | 83 |

Later entries
SMILES	SKBR3 24h inh
CCNC(=O)N1C(=O)C2(OCCO2)c2cc(Br)ccc21	86
O=C(O)c1ccc(COCC(F)(F)C(F)F)o1	125
COc1ccccc1NC(=O)CN1CCC(n2nnc3cc(F)ccc32)CC1	80
C1CCC(CNc2c3c(nc4nnnn24)CCCC3)CC1	96
COC(=O)C1CCN(C(=O)c2ccc(SC)cc2OC)CC1	93
O=c1[nH]c(=O)n(Cc2ccco2)c2c1C(C(F)(F)F)(C(F)(F)F)N=C(C1CCCCC1)N2	94
CCCn1c(SCc2cc(=O)[nH]c3ccccc23)nc2c1c(=O)n(C)c(=O)n2C	97
COc1ccc(Nc2ccc3c(c2)=NC2(CCCCC2)[N+]=3[O-])cc1	3.2*
Cc1nc(-n2nnc3ccccc32)c2c3c(sc2n1)CCCC3	76
Cc1nc(N)c(C#N)c(-c2ccccc2)c1C	109
O=C(NCSC1=NCCS1)c1ccccc1	91
Cc1ccc(S(=O)(=O)N2CCC(C(=O)N3CCC[C@H]3C(=O)NC3CCS(=O)(=O)C3)CC2)cc1 (stereo not given in full)	110
CN(C)CC(=O)Nc1cc(C(F)(F)F)ccc1Cl	89
N#Cc1nc(Cc2cccc3ccccc23)oc1NCc1ccco1	110
COC(=O)c1ccc(NC(=O)CN2CCN(c3ccccc3)CC2)cc1	105
CC1(C)Cc2c(sc3ncnc(N)c23)CO1	95
COc1ccccc1CCNC(=O)c1ccc(C)o1	117
CCC1CC(C)(C(=O)Nc2ccc(S(N)(=O)=O)cc2)OC1=O (stereo not given)	105
COC(=O)C1CCN(C(=O)C23CCC(C)(C(=O)O2)C3(C)C)CC1 (stereo not given)	85
COc1ccccc1NC(=O)Cc1csc(N)n1	104
Cc1ccc(-c2ccc(=O)n(CC(=O)NCCCN3CCCCC3C)n2)cc1 (stereo not given)	61
CCOc1ccccc1C(=O)N1CCCCC1C (stereo not given)	100
CCOC(=O)C1CCN(C(=O)c2cccc(NC(=O)C(CC)CC)c2)CC1	99
CC1CCN(Cc2nc3c(c(=O)n(C)c(=O)n3C)n2CCCc2ccccc2)CC1	88
CC(=O)Nc1ccc(Oc2cc(C#N)c(C#N)cc2N2CCCCCC2)cc1	91
Other results.
SMILES	SKBR3 24h inh
CN(C)Cc1cn(CCC(=O)O)c2ccccc12	70
O=S(=O)(NC1CCCC1)c1ccc(S(=O)(=O)N2CCc3ccccc32)cc1	69
COC(=O)c1ccc(NC(=O)c2ccc(CN3CCOCC3)cc2)cc1	86
COc1ccc(CCn2c(-n3nc(C)cc3C)nc3c2c(=O)[nH]c(=O)n3C)cc1	108
CCOc1ccc(-n2c(C)nc3cc(C(=O)NCCCN4CCOCC4)ccc32)cc1	90
Cc1cc(O)cc(=O)n1Cc1ccco1	73
CC(C)(C)OC(=O)NCCCCCc1nnc(SCC(N)=O)o1	89
Cc1n[nH]c(=O)nc1NCc1ccccc1	88
CCCC(=O)Nc1cc(-c2nn(C)c(=O)c3ccccc23)ccc1OC	93
CCCN(CCC)S(=O)(=O)c1ccc(C(=O)Nc2nnc(CSC)o2)cc1	54
CCCCOc1ccc(C(=O)Nc2cccc(C)n2)cc1	89
O=C(NCC1CCCO1)c1cccc(N2C(=O)C3C4C=CC(C4)C3C2=O)c1 (stereo not given)	82
O=C(Nc1cccc(O)c1)C1CCCN1C(=O)OCc1ccccc1 (stereo not given)	108
O=C(NCCc1ccccc1F)[C@@H]1CSC2c3ccccc3C(=O)N21 (stereo not given in full)	91
CC1(C)CC(=O)c2cc(C(=O)N3CCN(CCO)CC3)c(=O)n(-c3ccc(Cl)cc3)c2C1	95
COc1ccc(N2CCN(c3nc4ccccc4n3CC(=O)c3ccccc3)CC2)cc1	95
CCN1C(=O)Cc2cc(S(=O)(=O)N3CCOCC3)ccc21	99
COC(=O)/C=c1/s/c(=C(/C#N)C(=O)N2CCCCC2)n(-c2ccccc2)c1=O	68
Cc1ccc2cc(CNC(C)(C)C)c(=O)[nH]c2c1	81
CCC(=O)c1ccccc1OCCSc1nc(C)cc(=O)[nH]1	103
Cc1cc(C)cc(OC(=O)N2CCOCC2)c1	104
Cn1c(=O)n(C)c2cc(NC(=O)c3cc4ccccc4o3)ccc21	89
COc1ccc(C2C3=C(CC(C)(C)CC3=O)Oc3ncn4nc(-c5cccnc5)nc4c32)cc1OC (stereo not given)	87
Cn1c(CNc2ccc(Cl)cc2)nc2ccccc21	90
COc1cccc(Nc2ncnc3c2cnn3-c2cccc(C)c2)c1	88
The list goes on:
SMILES	SKBR3 24h inh
O=C(CCC(=O)NC1CC1)Nc1nnc(C2CCCCC2)s1	84
CCOC(=O)C1CCCN(Cc2nc(N)nc(Nc3ccc(Cl)cc3)n2)C1 (stereo not given)	77
CCN1C(=O)CC(C(=O)Nc2ccc(F)cc2)SC1=Nc1cccc(OC)c1 (stereo not given)	76
Cc1ccc(SCc2cc(=O)n3[nH]cnc3n2)cc1	88
CCOC(=O)C1CCN(C(=O)C2CCCCC2)CC1	99
O=C(CNC(=O)c1ccco1)NCC(=O)OCc1ccccc1Br	128
CC(C)Oc1ccccc1-c1nc(SCC(=O)O)n[nH]1	104
O=C(NCc1ccco1)C1CN(S(=O)(=O)c2ccccc2)CCN1S(=O)(=O)c1ccccc1 (stereo not given)	92
CCCOC(=O)C1[C@H]2C(=O)N(CCCOC)C[C@]23C=C[C@H]1O3 (stereo not given in full)	91
CCCCCCNC(=O)c1c(O)c2cccc3c2n(c1=O)CCC3	79
CCN(CC)C(=O)CCC(=O)Nc1ccc(C(=O)OC)cc1	94
CC1CC(C)CN(CCCNC(=O)CNC(=O)Cn2ccc3ccccc3c2=O)C1 (stereo not given)	103
Cc1cccc2cc(C#N)c(SCC(=O)N3CCC(C)CC3)nc12	74
COc1ccccc1OCC(=O)Nc1ccc(S(=O)(=O)Nc2cc(C)nc(C)n2)cc1	102
CCOc1ccc(-c2cn(S(=O)(=O)c3cccc4nsnc34)nc2N)cc1	106
c1ccc(-n2ncc3c(N4CCN(c5ccccn5)CC4)nc(N4CCCCCC4)nc32)cc1	98
CCn1nc(NC(=O)c2ccccn2)c2cc3cccc(C)c3nc21	96
CCn1c(SCC(=O)NC2CCCCC2)nc2c(c1=O)SC(C)C2 (stereo not given)	91
COc1ccc(N(C(C)C(=O)NCc2ccco2)S(C)(=O)=O)cc1 (stereo not given)	90
COc1cccc(NC2=NCC(=O)N2Cc2cccs2)c1	104
CCOc1ccccc1NC(=O)N1CCCC1C(=O)Nc1nnc(CC)s1 (stereo not given)	97
CCn1c(SCc2cccc(C(=O)O)c2)nnc1-c1ccccc1	103
COCC(C)NC(=O)c1ccccc1OC(C)=O (stereo not given)	89
O=C(OCCCN1CCCC1)C1(c2ccccc2)CCCC1	81
COc1cc(C)c(C(C)C)cc1S(=O)(=O)NCCCn1ccnc1	73

The last 8 records of the part above open the next one.
SMILES	SKBR3 24h inh
CCn1c(SCC(=O)NC2CCCCC2)nc2c(c1=O)SC(C)C2 (stereo not given)	91
COc1ccc(N(C(C)C(=O)NCc2ccco2)S(C)(=O)=O)cc1 (stereo not given)	90
COc1cccc(NC2=NCC(=O)N2Cc2cccs2)c1	104
CCOc1ccccc1NC(=O)N1CCCC1C(=O)Nc1nnc(CC)s1 (stereo not given)	97
CCn1c(SCc2cccc(C(=O)O)c2)nnc1-c1ccccc1	103
COCC(C)NC(=O)c1ccccc1OC(C)=O (stereo not given)	89
O=C(OCCCN1CCCC1)C1(c2ccccc2)CCCC1	81
COc1cc(C)c(C(C)C)cc1S(=O)(=O)NCCCn1ccnc1	73
COC(=O)c1ccc(C(=O)OC)c(NC(=O)CSc2nnc(-c3ccccc3Cl)o2)c1	102
Cc1ccc(CNC(=O)CSc2nc(C)cc(C)c2C#N)cc1	139
N#CCCn1c2ccccc2c2nc3ccccc3nc21	82
COc1ccc(OC)c(S(=O)(=O)N(C)CC(=O)N2CCc3ccccc3C2)c1	91
CCCCOC(=O)c1ccc(NC(=O)CSc2nncn2C)cc1	97
CC1=C(C#N)C(c2ccoc2)C(C(=O)OCc2ccccc2)=C(N)S1 (stereo not given)	62
COC(=O)CCn1nnc(-c2ccc(C(C)C)cc2)n1	88
COc1cccc(-c2noc(CCC(=O)NC3CCCCC3)n2)c1	89
CCOC(=O)c1sc(C)c(C(=O)NCCCN2CCOCC2)c1N	91
CSc1nnc2c3cc(F)ccc3n(Cc3ccccc3)c2n1	84
COc1ccc(C2CC3CC(c4ccccc4)N2O3)cc1 (stereo not given)	92
CCOC(=O)c1c(NC(=O)CNCCO)sc(C)c1C	103
O=c1c2ccccc2nc(SCc2cc(F)cc3c2OCOC3)n1Cc1ccco1	66
CCOC(=O)CSc1nc(-c2ccncc2)ccc1C#N	81
COC(=O)c1ccccc1NC(=O)Nc1ccc(C(=O)N2CCCC2)cc1	132
CCCCOc1cc(C(=O)NCCN(CC)CC)c2ccccc2n1	67&77
Clc1ccc(SCCn2cncn2)cc1	97
COCC(C)n1c(C)cc(C(=O)CN2C(=O)NC3(CCCCC3C)C2=O)c1C (stereo not given)	90
O=C1CN(C(=O)c2ccccn2)c2ccccc2N1	95
COc1ccc(CCNC(=O)CN(c2ccc(OC)c(OC)c2)S(C)(=O)=O)cc1OC	92
Cn1c(=O)c2cn3ncccc3c2n(C)c1=O	102
Cc1cc(N2CCc3ccccc32)n2ncnc2n1	98
O=C(Cn1nnc(-c2ccccc2)n1)OCc1ccccc1	100
CC1CCc2nc(N)c(C#N)c(-c3ccncc3)c2C1 (stereo not given)	79
CSc1nccc(Nc2ccccc2)c1C#N	79
Next section:
SMILES	SKBR3 24h inh
COc1ccc(NC(=O)c2cc3ccccc3o2)cc1	120
Cc1ccc(C(=O)CSc2nc(N)cc(=O)[nH]2)cc1	92
Cc1ccc(-c2cn3c(n2)CCCC3)cc1	74
CCOP(=O)(c1ccccc1Cl)C1(O)CCCCC1 (stereo not given)	82
O=C1c2ccccc2C(=O)N1c1nc2nccc(-c3ccccc3)n2n1	98
O=C(Cc1ccccc1)Nc1ccc2oc(-c3cccnc3)nc2c1	82
CC1CCCCC1NC(=O)CN(C)S(=O)(=O)c1cccc2nsnc12 (stereo not given)	98
N#CC1=C(N)N(c2ccc(Br)cc2)C2=C(C(=O)CCC2)C1c1cccnc1 (stereo not given)	98
COCCOC(=O)C1=C(C)Nc2nc(C)nn2C1c1ccccc1 (stereo not given)	67
C=CC1C(N2CCOCC2)C(C)(C)S1(=O)=O (stereo not given)	96
CC(=O)[C@H]1[C@@H]2C(=O)N(c3cccc(Cl)c3)C(=O)[C@@H]2[C@H]2c3ccccc3C=CN21	91
O=C(NCCOC(=O)c1ccncc1)c1ccccc1	91
O=C(NCCc1cn2ccccc2n1)c1ccccc1F	98
CN(C(=O)c1ccccc1)c1nc2ccccc2s1	108
COc1ccc(-n2ncc3c(NC(C)C)ncnc32)cc1	93
CCSCCOC(=O)C1=C(C)N(C)C(=O)NC1c1cc(OC)ccc1OC (stereo not given)	119
NC(=O)N1c2ccccc2C=Cc2ccccc21	89
COC(=O)c1ccccc1NC(=O)c1sc(N)nc1C	81
CCN(CC)CCN1C(=O)C(=O)/C(=C(/O)c2ccncc2)C1c1ccccc1F (stereo not given)	92
CCc1ccc(NC(=O)c2noc3c2CCCCC3)cc1	74
O=C(NCCN1CCCCCC1)c1ccc(N2CCCC2=O)cc1	82
CC(=O)OC(C(=O)Nc1ccccc1)C(C)S(=O)(=O)c1ccccc1 (stereo not given)	86
CC(=O)Nc1nonc1-n1nnc(C(=O)NCc2ccccc2)c1C	84
